Screening data from PubChem.
sEH inhibitor: inhibitors of human soluble epoxide hydrolase. P34913. recombinant human sEH enzymatic activity assay. inhibition, % at 2 µM. 0.34% of 91,000 active. AID 707; in the data active = inhibition above about 80%; also: values of inactives mirror those of a sister screen read the other way; many of its hits are not listed in these tables
Target sequence (P34913 whole entry, looked up): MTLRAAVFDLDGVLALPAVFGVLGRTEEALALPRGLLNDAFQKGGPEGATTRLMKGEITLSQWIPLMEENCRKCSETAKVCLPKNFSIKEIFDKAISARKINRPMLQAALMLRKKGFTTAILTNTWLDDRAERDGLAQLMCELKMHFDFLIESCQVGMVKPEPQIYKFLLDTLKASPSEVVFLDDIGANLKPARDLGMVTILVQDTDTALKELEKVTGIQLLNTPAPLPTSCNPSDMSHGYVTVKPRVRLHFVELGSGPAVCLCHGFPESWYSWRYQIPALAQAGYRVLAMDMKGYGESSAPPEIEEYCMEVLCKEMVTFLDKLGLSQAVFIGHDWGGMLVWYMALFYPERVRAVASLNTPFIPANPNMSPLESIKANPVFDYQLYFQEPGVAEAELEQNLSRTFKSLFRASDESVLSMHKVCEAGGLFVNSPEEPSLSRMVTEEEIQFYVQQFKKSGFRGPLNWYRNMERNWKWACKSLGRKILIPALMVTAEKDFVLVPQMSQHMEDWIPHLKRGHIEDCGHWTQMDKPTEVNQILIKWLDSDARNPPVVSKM
VCAM1 TNFa inh: reduces TNF alpha induced VCAM1 expression in HUVEC | HUVEC TNFa-induced VCAM-1 immunofluorescence, high-content imaging | inhibition, % at 2 µM | 0.48% of 95,000 active;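 active = inhibition above the batch mean plus 3 SD, with images confirmed as a hit by eye, cut at about 37% in these data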;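 also: 0% = TNF-stimulated DMSO wells and 100% = unstimulated control wells; not every result past the cut was called active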
hDAT+cocaine: modulates human dopamine transporter uptake under cocaine. B-score at 10 µM. 1.3% of 110,000 active. Q01959. LLC-PK1 hDAT cells, [14C]-dopamine uptake with cocaine IC80; actives deviate in either direction;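 active = Z score or B-score, a plate-position-corrected score, falls beyond the plate's 99.7% confidence bounds, in either direction; inactive = both scores lie inside the 99.7% bounds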;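 also: scored against the spread of the other compound wells on the same plate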
HUVEC tox TNFa: HUVEC cytotoxicity counter-screen, TNF alpha stimulated; AID 848; cell count reduction, % at 2 µM; 0.17% of 93,000 active; HUVEC TNFalpha-stimulated, Hoechst cell count, imaging;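 active = cell count reduction exceeding the screen mean by over 5 SD, scaled to untreated wells per plate, cut at about 78% in these data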;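 also: cells counted after 24 h of TNF alpha exposure following the 1 h pretreatment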
cytoskel mod: cytoskeleton assembly modification; HUVEC TNFa F-actin phalloidin imaging, high content; inhibition, % at 2 µM; 0.18% of 91,000 active; AID 836;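 active = inhibition above the batch mean plus 3 SD and confirmed as a hit by visual image inspection, cut at about 30% in these data, passing the limit was not always enough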; also: strong numbers were not always called active
E coli WT exp: blocks growth of wild type E. coli BW25113. 0.15% of 98,000 active. growth inhibition, % at 100 µM. OD600 absorbance;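 active = growth inhibition above about 50% at one test dose, limit read from the data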;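 also: growth measured after 20 h incubation at 37 °C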
PLK1 PBD inh: blocks phosphopeptide binding to human Plk1 polo box domain. P53350. Plk1 PBD phosphopeptide binding, fluorescence polarization. AID 693. inhibition, %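 (tested at about 20 µM)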. 0.13% of 97,000 active; in the data active = inhibition above about 34%, passing the limit was not always enough
IL1B cytotox: toxic to HUVEC cells under IL-1B stimulation. AID 845. 0.41% of 94,000 active. cell count reduction, % at 2 µM. HUVEC cell count loss, Hoechst imaging, IL-1B stimulated;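 active = cell count reduction more than 3 SD above the screen-wide mean, cut at about 70% in these data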;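 also: normalized per plate to untreated control cells as the no-loss baseline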
PLK1 kinase inh: inhibitors of human PLK1 kinase | recombinant PLK1 kinase, TR-FRET peptide phosphorylation | P53350 | inhibition, % at 10 µM | 0.53% of 97,000 active;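 active = inhibition of 50% or more in the single-concentration screen; inactive = inhibition below 50%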;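 also: 0% = DMSO max control and 100% = H-89 dihydrochloride min control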
Starred values were filed as active, the others as inactive; x = not tested or not shown.

Structure | sEH inhibitor | VCAM1 TNFa inh | hDAT+cocaine | HUVEC tox TNFa | cytoskel mod | E coli WT exp | PLK1 PBD inh | IL1B cytotox | PLK1 kinase inh
COc1ccc(C2C(C(=O)Nc3cccc(C)n3)CCC(=O)N2c2ccc(OC)cc2)cc1 (stereo unspecified) | 19.4 | 5.1 | -0.709 | -13.2 | 13.7 | -3.0 | -15.9 | -27.9 | -2.8
Cc1ccc(NC(=O)c2cc(-c3ccc(C)o3)nc3ccccc23)nc1 | -14.5 | -4.9 | -0.392 | 35.4 | -30.7 | 0.0 | -3.2 | 26.8 | -13.1
Cn1c(=O)c2c(ncn2CC(O)CNc2ccc(Br)cc2)n(C)c1=O (stereo unspecified) | 3.1 | 7.6 | -0.715 | 8.6 | -11.5 | 0.0 | 16.4 | -5.7 | 3.6
Cn1c(SCc2cc(=O)n3cc(Br)ccc3n2)nnc1C1COc2ccccc2O1 (stereo unspecified) | 6.2 | -17.6 | -0.299 | -14.9 | -7.5 | 1.0 | -0.8 | -9.6 | -4.3
COc1ccc(OC)c(NC(=O)CN(c2ccc(C(C)C)cc2)S(=O)(=O)c2c(C)noc2C)c1 | x | 10.6 | 0.116 | 12.2 | -4.3 | -11.0 | 29.6 | -8.1 | -7.3
COc1cccc(C(=O)/C=C/Nc2ccc(S(=O)(=O)Nc3cccc(C(C)=O)c3)cc2)c1 | 4.2 | -3.3 | 0.531 | -3.1 | -17.1 | -16.0 | -3.2 | 15.5 | -5.1
Cn1c(=O)n(C)c2cc(S(=O)(=O)NCCOCCO)ccc21 | 0.5 | -2.4 | -0.715 | 1.4 | -9.3 | -3.0 | -17.1 | 4.3 | -10.9
COc1ccc(CC(=O)NCCc2ccc(S(N)(=O)=O)cc2)cc1 | -7.4 | 9.8 | x | -0.8 | -0.6 | -9.0 | -24.9 | 12.8 | -12.0
Cc1ccc(OCC(=O)NN2C(=O)c3ccccc3C2=O)c(C)c1 | 5.7 | 5.6 | -0.407 | -19.6 | 21.3 | 1.0 | 5.2 | -20.0 | -3.2
C=CCC(Nc1ccccc1)C12C=CC(O1)C(C(=O)OC)=C2C(=O)OC (stereo unspecified) | 9.4 | 7.3 | -0.796 | -5.7 | -10.3 | x | 3.2 | -7.5 | -13.9
O=C(CCN1C(=O)c2ccncc2C1=O)NCc1ccc(Cl)cc1 | 2.3 | -3.4 | -0.664 | -5.8 | x | -5.0 | -2.5 | -49.1 | -0.9
COC(=O)CC(NC(=O)c1ccc(C)cc1)c1ccc2c(c1)OCO2 (stereo unspecified) | -1.3 | 7.1 | 1.01 | -2.1 | -3.1 | -4.0 | 13.4 | 11.2 | -11.3
CC(=O)NC1C(=O)N=C(SCc2ccccc2)NC1=O (stereo unspecified) | 1.2 | 5.8 | 1.1 | -18.2 | -4.3 | 5.0 | -9.2 | -2.1 | -10.0
C=CCOc1ccc(C(=O)N(Cc2ccc(N(C)C)cc2)C2CCS(=O)(=O)C2)cc1 (stereo unspecified) | -8.9 | -1.4 | -0.0442 | 28.6 | -19.0 | -1.0 | 3.1 | -44.2 | -0.8
CC1CCCN(S(=O)(=O)c2cccc(-c3cn4cccnc4n3)c2)C1 (stereo unspecified) | -10.5 | 11.0 | x | -26.2 | -15.6 | 0.0 | -22.7 | -11.3 | -3.0
CCCCN1C(=O)C(NC(=O)C2CC2)(C(F)(F)F)C2=C1CC(C)(C)CC2=O (stereo unspecified) | 2.3 | -17.0 | -0.589 | 18.9 | -10.5 | -3.0 | -19.9 | 27.4 | -3.9
C=CCn1c(Sc2ccccc2)nc2c1c(=O)[nH]c(=O)n2C | 0.8 | -8.6 | -0.799 | -13.3 | 31.1 | x | -4.7 | 11.2 | -11.6
O=C(CCC(=O)NC1CC1)Nc1nnc(C2CCCCC2)s1 | x | 5.1 | 0.877 | -31.8 | 23.1 | -1.0 | 12.0 | -29.5 | 4.4
CCOC(=O)CSc1nc2cc(C)cc(C)c2cc1C#N | 10.3 | 1.4 | -0.664 | -16.8 | -28.2 | -10.0 | 6.3 | -20.4 | -6.9
O=C(NC1CC1)c1ccc(S(=O)(=O)NCC2CCCCC2)cc1 | -1.9 | 50.7* | 0.0974 | 52.6 | 54.9* | -1.0 | -8.4 | -3.3 | -6.4
O=c1c2c3c(sc2ncn1/N=C/c1ccc([N+](=O)[O-])o1)CCCC3 | -15.9 | 11.3 | -0.203 | 14.7 | -11.5 | 4.0 | 15.3 | 19.0 | 3.0
Cc1nc2nc(-c3cccnc3)[nH]n2c(=O)c1C | -0.9 | 19.3 | x | -2.4 | -14.7 | -3.0 | 8.1 | 25.5 | -4.3
CN(C)/C=C1\N=C(c2cccs2)OC1=O | 1.7 | -58.5 | 0.58 | -39.0 | 0.0 | 7.0 | -13.2 | -3.1 | 0.1
COc1cccc(C(=O)NCc2nnc(SCC(=O)Nc3nccs3)n2-c2ccccc2)c1 | 0.6 | 7.7 | -0.71 | -12.4 | 0.8 | -5.0 | 33.3 | -57.0 | -1.0
O=C(CNC(=S)NC(=O)c1ccco1)c1ccccc1 | -5.4 | -9.5 | 0.00536 | -0.4 | 5.4 | -3.0 | 9.3 | -5.2 | -13.7
CC1(C)NC(=O)N(CC(O)CN(Cc2ccccc2)Cc2ccccc2)C1=O (stereo unspecified) | 16.7 | -12.8 | 1.05 | -23.0 | -8.6 | 5.0 | -9.3 | -14.5 | -3.8
O=C(Nc1ccc(/C=C/c2nc3ccccc3o2)cc1)c1c(F)cccc1F | -13.3 | 10.5 | 0.306 | -0.3 | -11.8 | -15.0 | 27.5 | -9.7 | -12.5
O=C(Nc1ccccc1C(=O)NCc1ccc(Cl)cc1)c1ccco1 | -22.5 | -17.1 | x | 2.9 | -1.5 | -8.0 | -1.0 | 8.6 | -6.8
CCOC(=O)Cn1nc(CC)c2ccccc2c1=O | -28.9 | 7.0 | 0.501 | 8.0 | -2.3 | -7.0 | 8.8 | -20.9 | -9.3
CCC(NC(=O)NCc1ccc2c(c1)OCO2)(C(F)(F)F)C(F)(F)F | 22.6 | -5.4 | -3.4* | 6.2 | -11.9 | 12.0 | -5.1 | -5.4 | -11.5

Additional results:
Structure | sEH inhibitor | VCAM1 TNFa inh | hDAT+cocaine | HUVEC tox TNFa | cytoskel mod | E coli WT exp | PLK1 PBD inh | IL1B cytotox | PLK1 kinase inh
COc1ccc(/C=C2\CCOC2=O)cc1 | -5.3 | 5.6 | -0.79 | -34.5 | 33.9 | 11.0 | 4.5 | -13.5 | 7.4
Cc1sc2nc3ccc(NCc4ccco4)nn3c(=O)c2c1C | -3.2 | 1.5 | 1.28 | -0.9 | -9.0 | -1.0 | -6.3 | -9.4 | -11.4
Cc1ccc(N2CCN(c3ccc(C)cc3)C2c2ccncc2)cc1 | -12.9 | -1.6 | -0.66 | 7.2 | -18.6 | 4.0 | 5.4 | 12.2 | -16.3
O=C(COC(=O)CCc1nc2ccccc2s1)Nc1cccc(S(=O)(=O)N2CCOCC2)c1 | -6.9 | 18.5 | 1.61 | -2.6 | -9.9 | 5.0 | -0.8 | 8.1 | -15.3
C[n+]1cc(-c2ccccc2)n2c1CCCCC2 | 0.9 | 13.6 | -1.17 | -15.5 | 11.6 | 1.0 | 11.4 | -17.1 | -5.1
Clc1ccc(CSc2nnc(-c3cccnc3)n2Cc2ccco2)c(Cl)c1 | -12.8 | -0.6 | 0.592 | -17.1 | 1.4 | 5.0 | 7.3 | -1.3 | 0.2
CCOc1ccc(N2CC(C(=O)NCCCN3CCOCC3)CC2=O)cc1 (stereo unspecified) | -5.9 | 14.0 | -0.516 | 5.3 | -6.3 | -1.0 | 7.3 | -15.4 | -7.3
N#Cc1cn(CC(=O)NCc2cccnc2)c2ccccc12 | -2.2 | -0.2 | 0.0548 | -23.8 | 10.6 | 9.0 | -0.1 | 7.2 | -13.4
O=C(Nc1ccccc1)NC1(C(=O)NCc2ccc3c(c2)OCO3)CCCCC1 | 10.4 | 3.6 | -0.827 | -12.2 | -0.4 | -5.0 | -6.0 | 3.5 | -10.9
N#Cc1c(N2C(=O)C3C4C=CC(C4)C3C2=O)sc2c1CCC2 (stereo unspecified) | -3.9 | 4.4 | -0.197 | 12.0 | -13.4 | 0.0 | -7.9 | -8.8 | -9.7
CCOc1ccc(NC(=O)Cn2nc(-c3ccccc3Cl)n(CC)c2=S)cc1 | 4.7 | 4.0 | 0.739 | 19.5 | 1.0 | 12.0 | 27.1 | -78.7 | -7.9
COc1ccc(CCNC(=O)CN(c2ccc(OC)c(OC)c2)S(C)(=O)=O)cc1OC | -6.9 | 0.2 | -0.116 | -24.1 | 8.8 | -1.0 | -18.0 | -1.8 | -12.2
Cc1cc(NC(=O)C2CC=CCC2C(=O)O)no1 (stereo unspecified) | -6.5 | 6.4 | -0.368 | -11.2 | -0.1 | -2.0 | -17.5 | -26.7 | -8.7
Brc1ccc(-c2nnc(SCCC3OCCCO3)o2)cc1 | -1.8 | 0.7 | 1.04 | -7.9 | -1.3 | -1.0 | -10.7 | -87.1 | -1.5
CCCC(c1nnnn1C(C)(C)CC)N1CCN(C2CCCC2)CC1 (stereo unspecified) | 25.8 | -27.1 | 0.182 | -28.4 | -3.7 | -2.0 | -5.5 | 4.2 | -1.8
Cc1occc1C(=O)Nc1cc(C(F)(F)F)ccc1Cl | 4.9 | -2.8 | -0.0163 | 6.1 | 8.4 | 6.0 | -13.2 | 14.2 | -2.3
CCC(=O)N1CCN(C(=O)CC)C1c1ccccc1 | -9.2 | -36.5 | -0.872 | -31.8 | -5.2 | -6.0 | -23.8 | -11.3 | -9.4
O=C(c1ccc(Cn2c(=O)[nH]c3ccccc3c2=O)cc1)N1CCN(c2ccccc2)CC1 | -13.3 | -19.8 | x | 20.6 | 3.4 | -5.0 | 3.1 | -10.8 | 1.4
CCOC(=O)c1sc(N/N=C/c2cccc(C)c2)nc1C | 9.4 | -1.9 | -0.703 | -22.6 | 12.9 | -13.0 | 6.0 | -12.5 | -8.2
COc1ccc(Nc2nc(N3CCCCC3)nc3ccccc23)c(OC)c1 | -13.6 | -5.1 | 0.44 | -8.0 | -0.4 | 5.0 | -3.1 | 1.4 | -4.1
COc1ccc2c(c1)NC(=O)CC(c1ccccc1)=N2 | 7.2 | -8.6 | 0.206 | -41.3 | x | -3.0 | -10.9 | -7.1 | -0.6
CCC(C(=O)NCc1ccco1)N(C(=O)CNS(=O)(=O)c1ccccc1)C1CCCCC1 (stereo unspecified) | 12.4 | -3.0 | 4.49* | -28.2 | 7.8 | 9.0 | -15.2 | -2.7 | -9.8
COc1ccc(OC(=O)Nc2ccccc2)cc1 | -1.4 | -16.4 | 0.416 | x | 9.2 | -3.0 | 2.4 | 3.2 | -16.1
O=C(c1cccs1)n1cc(C(=S)N2CCOCC2)c2ccccc21 | 6.8 | 8.7 | 1.57 | -17.4 | 9.7 | -11.0 | 7.2 | 15.8 | 0.5
Cc1ccc(-n2c(CSc3nc(C)cc(C)n3)nnc2SCC(=O)NCc2ccco2)cc1 | 21.0 | -21.2 | -0.168 | -5.3 | -1.8 | 7.0 | 5.4 | -6.4 | -5.5
O=C1CN(CC(=O)N2CCCCC2)c2ccccc2O1 | -22.7 | 2.4 | -1.32 | 5.0 | 26.4 | 7.0 | -7.0 | -25.0 | -14.8

Another view of part of the listing above:
O=C(c1ccc(Cn2c(=O)[nH]c3ccccc3c2=O)cc1)N1CCN(c2ccccc2)CC1
- sEH inhibitor: -13.3
- VCAM1 TNFa inh: -19.8
- hDAT+cocaine: x
- HUVEC tox TNFa: 20.6
- cytoskel mod: 3.4
- E coli WT exp: -5.0
- PLK1 PBD inh: 3.1
- IL1B cytotox: -10.8
- PLK1 kinase inh: 1.4

Brc1ccc(-c2nnc(SCCC3OCCCO3)o2)cc1
- sEH inhibitor: -1.8
- VCAM1 TNFa inh: 0.7
- hDAT+cocaine: 1.04
- HUVEC tox TNFa: -7.9
- cytoskel mod: -1.3
- E coli WT exp: -1.0
- PLK1 PBD inh: -10.7
- IL1B cytotox: -87.1
- PLK1 kinase inh: -1.5
